Screening results deposited in PubChem by several laboratories.
Ba/F3 V617F tox: loss of viability in JAK2V617F-driven Ba/F3 cells; inhibition, % at 5.6 µM; AID 1446; 1.1% of 220,000 active; Ba/F3 EpoR-JAK2V617F viability, ATP luminescence;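 active = inhibition above the campaign mean plus 3 SD over all tested compounds, cut at about 24% in these data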;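 also: cytokine-independent growth of Ba/F3 cells driven by EpoR plus mutant JAK2; 0% = DMSO-treated cells and 100% = JAK inhibitor I control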
BaF3 tox: reduces parental Ba/F3 cell viability, JAK2V617F counter-screen; 1.1% of 220,000 active; inhibition, % at 5.6 µM; CellTiter-Glo ATP luminescence;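 active = inhibition above a per-campaign cutoff, the mean inhibition of all tested compounds plus 3 SD, cut at about 27% in these data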;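 also: 0% = DMSO wells and 100% = JAK Inhibitor I control wells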
m-calpain inh: inhibitors of pig calpain II. purified calpain II, fluorogenic peptide substrate, 30 min. inhibition, % at 16 µM. 0.37% of 220,000 active;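 active = inhibition above about 50%, limit read from the data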
TRPN1 ag: agonists of zebrafish TRPN1 channel | HEK293 zebrafish TRPN1-YFP, Fluo-8 calcium fluorescence; 100% = response to 87 µM carbachol | activation, % at 3 µM | 0.18% of 220,000 active;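 active = activation above its plate's cutoff, the mean activation of test wells on that plate plus 3 SD, cut at about 19% in these data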;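 also: 0% = DMSO alone and 100% = 87 µM carbachol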
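System: zebrafish TRPN1-YFP in HEK293 cells / Dosing: 3 µM single point / Timing: dye loading 1 h at 37 °C, then 30 min room temperature / Signal: Fluo-8 calcium fluorescence, excitation 470-495 nm, emission 515-575 nm / Read-out basis: percent activation from peak over basal fluorescence ratio, control-normalized / Control set: high carbachol 87 µM, low DMSO alone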
S1P4 antag: antagonists of human S1P4 receptor; O95977; 0.26% of 220,000 active; S1P4-expressing cells, antagonist mode, reporter read-out; inhibition, % at 4.98 µM; in the data active = inhibition above about 29%;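 also: 0% = wells stimulated with agonist and 100% = vehicle wells without agonist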
EP2 mod: EP2 receptor (human) modulation. P43116. EP2-expressing cells, cAMP HTRF FRET, PGE2 co-stimulation. induction, % at 25 µM. 0.83% of 260,000 active;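 active = compounds whose cAMP rise, as percent of the full-agonist control response, exceeds 60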;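 also: rat C6 glioma line stably carrying human EP2 under a CMV promoter; the protocol text gives 20 µM as final concentration; 100% = response of wells given 1 µM PGE2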
S1P4 ag: human S1P4 receptor agonism; O95977; S1P4-expressing cell line, agonist reporter assay; activation, % at 4.98 µM; 0.35% of 220,000 active; in the data active = activation above about 11%;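 also: 0% = DMSO vehicle and 100% = reference agonist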
PERK inhibitor: blocks human PERK kinase | CHO PERK-DD fusion, SEAP luminescence translation reporter | inhibition, % at 5.6 µM | 0.17% of 220,000 active;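 active = inhibition above the mean inhibition of all tested compounds plus 3 SD, set separately per screening campaign, cut at about 2.9% in these data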;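 also: PERK kinase domain activated by AP20187 dimerizer at 100 nM; 0% = DMSO with dimerizer and 100% = rapamycin at 8.4 µM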
Target sequence (Q9NZJ5 whole entry, looked up, the tested form may be a part): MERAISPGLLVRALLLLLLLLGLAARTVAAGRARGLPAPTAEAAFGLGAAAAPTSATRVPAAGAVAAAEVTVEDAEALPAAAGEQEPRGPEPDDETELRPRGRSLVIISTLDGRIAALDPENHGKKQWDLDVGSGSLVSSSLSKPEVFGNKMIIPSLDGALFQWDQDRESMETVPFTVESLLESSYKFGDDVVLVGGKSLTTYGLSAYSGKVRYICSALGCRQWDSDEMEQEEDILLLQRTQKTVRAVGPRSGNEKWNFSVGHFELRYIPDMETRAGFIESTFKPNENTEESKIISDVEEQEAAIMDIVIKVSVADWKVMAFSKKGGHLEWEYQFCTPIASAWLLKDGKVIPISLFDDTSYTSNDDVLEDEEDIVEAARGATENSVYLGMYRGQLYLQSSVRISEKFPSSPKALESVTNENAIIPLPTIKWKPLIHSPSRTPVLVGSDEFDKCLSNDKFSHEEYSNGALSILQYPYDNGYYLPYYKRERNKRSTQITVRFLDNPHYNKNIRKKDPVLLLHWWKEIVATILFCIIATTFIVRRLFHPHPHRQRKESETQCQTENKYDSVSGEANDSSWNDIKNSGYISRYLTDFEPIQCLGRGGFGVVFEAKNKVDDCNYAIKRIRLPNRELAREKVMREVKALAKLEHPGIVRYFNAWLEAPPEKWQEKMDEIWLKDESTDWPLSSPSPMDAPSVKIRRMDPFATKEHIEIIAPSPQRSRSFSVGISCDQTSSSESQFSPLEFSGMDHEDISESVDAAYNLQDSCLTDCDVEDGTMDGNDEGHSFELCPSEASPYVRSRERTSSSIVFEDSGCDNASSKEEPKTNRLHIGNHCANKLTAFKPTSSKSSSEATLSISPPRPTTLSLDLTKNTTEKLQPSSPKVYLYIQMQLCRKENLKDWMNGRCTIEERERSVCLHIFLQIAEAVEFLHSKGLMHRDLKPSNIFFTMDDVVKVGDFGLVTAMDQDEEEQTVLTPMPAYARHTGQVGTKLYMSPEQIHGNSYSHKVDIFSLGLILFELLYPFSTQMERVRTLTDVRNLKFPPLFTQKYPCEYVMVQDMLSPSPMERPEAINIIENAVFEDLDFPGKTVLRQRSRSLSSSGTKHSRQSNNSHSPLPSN
TRPML3 ag: activates the human TRPML3 channel; 0.29% of 220,000 active; activation, % at 3 µM; HEK293 TRPML3-YFP, Fluo-8 calcium fluorescence; 100% = the carbachol control signal;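 active = activation above its plate's cutoff, the mean activation of the plate's test wells plus 3 SD, cut at about 12% in these data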;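 also: 0% = DMSO only wells and 100% = carbachol wells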
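Material: HEK293 cells stably carrying human TRPML3-YFP; compound dosing: single dose, 3 µM final nominal compound, 0.3% DMSO final; incubation: 1-h 37 °C dye load, 5-s basal, 120-s post-compound reads; technique: Fluo-8 intracellular calcium fluorescence, excitation 470-495 nm, emission 515-575 nm; read-out basis: percent activation from peak-to-basal fluorescence ratio, scaled between DMSO and carbachol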
* = called active by the depositor; & = joins results of further samples.

SMILES	Ba/F3 V617F tox	BaF3 tox	m-calpain inh	TRPN1 ag	S1P4 antag	EP2 mod	S1P4 ag	PERK inhibitor	TRPML3 ag
COc1ccc(-n2c(C)cc(C(=O)CSc3nnc(-c4cccs4)o3)c2C)cc1	2	3	-25	4.3	-26	47	0.6	-0.5	2.8
CCn1c(CNC(=O)Cc2ccc(OC)cc2)nnc1SCC(=O)NC1CCCCC1	-2	0	14	0.1	1	11	-2.4	0.2	0.5
COc1ccc(N2CCN(C(=O)c3ccccc3F)CC2)c([N+](=O)[O-])c1	2	-9	16	4.5	3	-26	-0.7	1.2	1.9
CN1CCN/C1=C(/C(Cl)=C(Cl)Cl)[N+](=O)[O-]	0	3	-19	-0.1	10	34	-1.4	0.9	0.5
CCC(=O)Nc1ccccc1C(=O)OCC(=O)Nc1ccc(S(N)(=O)=O)cc1	3	5	-31	0.9	-14	12	5.2	0.5	0.0
CCOC(=O)c1cnc2c(C(F)(F)F)cccc2c1N1CCOCC1	-3	2	-1	-0.7	4	4	-0.8	0.1	-0.1
CCNCCOC(c1ccccc1)c1ccccc1	-3	0	-13	-1.4	0	15	2.8	-0.5	-0.1
C/C(=C\C(=O)c1ccc(C)cc1)Nc1ccc(N2CCOCC2)cc1	0	2	-6	0.1	-8	20	1.0	0.3	0.9
COc1ccc(-c2nc(Cn3c(SCc4cccc(F)c4)nc4ccncc43)c(C)o2)cc1OC	4	6	-67	-1.1	-4	-11	-0.2	-1.5	-0.5
Cc1nc2ccccc2nc1OCc1ccccc1	-1	6	-2	1.0	-2	23	0.1	1.5	0.0
Cc1ccc(Nc2nc(N)nc(CSC(=S)N3CCOCC3)n2)c(C)c1	-3	3	8	0.9	0	-35	0.5	-0.3	0.3
CCc1ccc(-c2nc(SCC(=O)N3CCOCC3)n[nH]2)cc1	1	5	-8	0.4	-3	24	-1.3	0.8	0.5
NC(=O)c1c(N)sc(=S)n1-c1ccccc1	-3	0	-7	-0.6	7	9	-1.2	0.2	0.1
Cc1ccc(C)c(S(=O)(=O)Nc2nc3ccc(S(N)(=O)=O)cc3s2)c1	-3	0	-7	-0.6	6	5	-0.5	0.8	0.2
CCOC(=O)NC(CC(=O)O)c1ccc(OCC)cc1 (stereo not given)	1	6	12	2.5	-17	1	1.4	2.1	0.3
O=C(CSc1nnnn1-c1ccc2c(c1)CCC2)Nc1ccc2c(c1)OCCO2	-3	-1	25	-0.5	1	-40	1.3	0.1	0.2
C(=N\n1cnnc1)/c1cn(-c2cccs2)nc1-c1ccccc1	1	6	-128	-0.5	-11	-40	0.1	1.0	-0.4
C/C(=N\O)c1cc(Cl)ccc1O	-3	1	-18	-0.7	6	-19	1.2	1.9	0.4
O=C(NC(=S)N1CCN(c2nc(-c3ccccc3)cs2)CC1)c1cccnc1	-3	4	-18	0.7	1	-5	0.2	-2.0	1.1
FC(F)(F)c1cccc(NC(=S)N2CCCCCC2)c1	-5	5	-8	0.5	11	-14	1.6	2.8	0.9
Cc1cc(-c2n[nH]c(=S)n2Cc2ccco2)n(C)n1	0	6	11	-0.4	-34	13	1.4	1.0	0.6
COc1ccc(C(=O)/C=C2\Sc3ccccc3N2C)cc1	2	4	-5	-2.1	-9	-20	4.4	-0.5	-0.9
CC(=O)NNC1=Nc2ccccc2N(C)C(C)C1 (stereo not given)	-2	4	-7	-0.2	-8	17	1.0	0.8	0.8
O=c1c2ccccc2sn1-c1ccc(S(=O)(=O)N2CCCC2)cc1	-2	2	-23	0.6	-22	-29	1.6	0.4	0.2
N#Cc1ccc(/C=C/C(=O)c2ccccc2)cc1	2	3	12	0.2	86*	-39	-0.7	0.3	-0.8
CCOc1ccc(C(=O)NCC(=O)OCc2cc(C(C)=O)ccc2OC)cc1	-1	6	-1	1.3	4	20	1.0	0.1	0.3
CC(C)(C)NS(=O)(=O)c1ccc2nc(NC(=O)c3ccc(N4C(=O)CCC4=O)cc3)sc2c1	-1	3	-11	-0.9	-10	-20	0.3	0.4	1.4
O=C(Cc1cccs1)NNC(=S)NC(=O)c1ccco1	0	4	-9	-0.7	-9	-13&7	1.2	-0.1	0.5
CCCn1c(C)cc(C(=O)COc2ccc(-c3nnco3)cc2)c1C	2	9	17	1.1	-9	-36	0.3	-0.2	0.9
Cc1ccn2c(Nc3ccc4c(c3)OCO4)c(-c3ccccn3)nc2c1	-3	4	16	-2.3	-2	28	0.4	-0.9	-0.8
CC(C)(C)c1ccc(C(=O)NCC(=O)N/N=C/c2ccccc2OCC(=O)O)cc1	-1	1	-11	2.2	-5	21	1.6	0.7	1.5
Cc1ccc(-c2nnn(CC(=O)N(c3ccccc3)C(C(=O)NCC3CCCO3)c3ccc(F)cc3)n2)o1 (stereo not given)	-2	2	-9	0.4	-12	39	1.0	0.9	0.5
CC(C)(O)C#Cc1ccc(C(=O)NC2CCCCC2)s1	0	3	7	1.4	2	-12	-1.6	0.3	1.3
c1nc(N2CCCCCC2)c2[nH]cnc2n1	1	4	-21	1.1	-5	4	2.4	0.3	0.8
Cc1cccc2c(SCC(=O)NCC3CCCO3)nc(-c3ccc(F)cc3)nc12 (stereo not given)	-1	6	-2	2.4	0	13&13	0.1	0.6	0.8
CCOC(=O)c1c(/N=C/N(C)C)sc2c1CCC2	-4	-1	17	-0.5	-13	3	-1.1	0.7	0.2
COC(=O)c1nnn(CC(=O)Nc2cccc(Cl)c2)c1C(=O)OC	-3	2	6	1.3	4	7	-0.1	0.8	0.5
CCn1cc(CNC(=O)CC2C(=O)NCCN2CC(c2ccccc2)c2ccccc2)cn1 (stereo not given)	2	5	-22	-1.0	-1	-9	-0.4	0.4	0.2
CSc1nsc(SC)c1NC(=O)OCC1CCCO1 (stereo not given)	4	5	18	0.6	12	-14	0.1	0.5	0.1
COc1ccc(-n2cc(CNCC3CC(=O)N(C4CC4)C3)c(-c3ccccc3Cl)n2)cc1 (stereo not given)	-1	10	-22	-0.8	-14	-29	1.5	0.1	0.1
CC(=O)Nc1ccc(C2C(=O)c3ccccc3C2=O)cc1	0	-5	19	0.4	1	-3	0.5	0.5	0.4
Cc1ccc(/C=N/c2sc3c(c2C#N)CCC3)o1	3	3	16	0.3	-5	13	-0.9	1.1	0.7
Cc1ccc(-c2noc(CCC(=O)Nc3cccc(C#N)c3)n2)cc1	-1	6	-5	1.2	-18	-24	0.5	1.7	0.6
CCOc1ccc(OCCC(=O)Nc2ccc(F)cc2C)cc1	-2	6	-4	0.3	-17	-34	1.5	1.2	-0.4
C=CCN1C(=O)CSc2ccc(C(=O)N3CCC(C)CC3)cc21	-3	2	-8	1.4	-16	0	1.4	0.0	0.6

Individual results from the results shown:
COc1ccc(-n2cc(CNCC3CC(=O)N(C4CC4)C3)c(-c3ccccc3Cl)n2)cc1 (stereo not given) in TRPN1 ag shows -0.8
CCOC(=O)c1c(/N=C/N(C)C)sc2c1CCC2 in m-calpain inh shows 17
Cc1cccc2c(SCC(=O)NCC3CCCO3)nc(-c3ccc(F)cc3)nc12 (stereo not given) in TRPML3 ag shows 0.8
CC(C)(C)c1ccc(C(=O)NCC(=O)N/N=C/c2ccccc2OCC(=O)O)cc1 in S1P4 antag shows -5

Next part
SMILES	Ba/F3 V617F tox	BaF3 tox	m-calpain inh	TRPN1 ag	S1P4 antag	EP2 mod	S1P4 ag	PERK inhibitor	TRPML3 ag
CCCNC(=O)COC(=O)c1ccc(S(=O)(=O)N2CCCC2)cc1	3	5	18	3.3	-16	8	0.3	0.2	0.3
CC(C)Cn1c2nc3ccccc3nc2c2c(=O)n(CCN3CCOCC3)cnc21	-1	2	-231	-1.8	-6	20	0.9	-0.9	0.5
O=[N+]([O-])c1cc(-c2nc(-c3ccncc3)no2)ccc1Cl	2	10	20	-0.1	-14	-1	3.8	0.9	0.5
Cc1cc(=O)c(C(=O)O)nn1-c1ccc(Cl)cc1	-3	-1	9	0.2	0	11	-0.2	1.3	0.6
CN(c1cccc(NC(=O)COc2ccc(Cl)cc2Cl)c1)S(C)(=O)=O	-1	1	25	5.7	-17	-58	-1.2	0.2	2.3
CCSc1nnc(-c2cccnc2)n1Cc1ccco1	-2	-1	-14	0.2	5	39	0.5	0.3	-0.8
COc1cc(/C=N/O)ccc1Oc1ccc([N+](=O)[O-])cc1[N+](=O)[O-]	-1	5	6	8.2	-7	-77	1.6	0.2	3.3
Cc1ccc(CNC(=O)C2CCCN(S(=O)(=O)c3cccnc3)C2)cc1 (stereo not given)	-1	8	-5	0.6	-8	4	-0.7	0.6	1.2
CCOc1ccccc1OCC(O)CNC (stereo not given)	0	1	10	-0.8	-18	8	-2.0	1.8	-0.6
C/C(=N\Nc1nc2c(s1)CCCC2)c1ccccc1	3	7	-9	-0.7	5	17	3.8	-0.1	-0.2
Cc1ccc(-c2csc3ncnc(SCc4ccc(C(=O)O)cc4)c23)cc1	-1	0	3	-0.8	-6	57	-0.7	2.0	1.8
COC(=O)C(NC(=O)c1ccccc1)=C(C)C	-3	1	2	-0.5	9	7	0.1	2.3	-0.9
CCOC(=O)c1c(C)[nH]c(C(=O)COC(=O)CNC(=O)c2ccc(Cl)cc2)c1C	1	5	2	-0.6	-14	27	3.5	0.3	0.3
O=C(O)CC(NC(=O)OCc1ccccc1)c1ccc(Br)cc1 (stereo not given)	-2	4	-1	-0.4	17	6	-0.1	1.3	1.3
COc1cccc(C(=O)N2CCN(C(=O)c3cccc(F)c3)CC2)c1	4	8	1	-1.7	-1	17	1.2	0.2	0.1
O=C(Nc1ccc(F)cc1F)NC1CCN(Cc2c(F)cccc2Cl)CC1	-2	0	16	3.5	-4	-20	0.4	-0.6	2.2
CC(C)CCNC(=O)c1cc(S(=O)(=O)N2CCCCC2)ccc1N1CCOCC1	-1	-5	-16	1.7	-9	3	0.3	0.9	0.6
Cc1ccccc1OCC(O)CN1CCCCC1 (stereo not given)	0	0	-19	-0.4	10	12	-0.4	0.5	0.4
O=C(Nn1cnc2ccccc2c1=O)c1ccccc1Cl	1	1	6	1.5	-12	19	1.0	1.1	0.9
N#CC1=C2SCN(Cc3ccco3)CN2C(=O)CC1c1cccc2ccccc12 (stereo not given)	3	2	-12	0.5	10	-3	-0.4	1.5	0.5
CC(C)(C)c1ccc(/C=N/n2cnnc2)cc1	3	1	34	0.3	-14	10	-0.1	-0.2	0.1
CN1C(=S)NC(C)(C)CC1(C)c1ccc(O)cc1O (stereo not given)	-3	1	-4	0.3	-5	10	0.2	-0.1	0.1
O=C(CSc1oc(-c2ccco2)nc1S(=O)(=O)c1ccccc1)NCC1CCCO1 (stereo not given)	-3	4	-12	1.6	-2	10	-1.0	-0.5	0.2
FC(F)(F)c1cccc(OCCN2CCN(Cc3ccccc3)CC2)c1	-1	4	5	-0.2	-8	17	2.5	0.5	0.7
CCOC(=O)C1=C(CBr)NC(=O)NC1C (stereo not given)	0	6	-17	0.1	-4	-4	1.4	-0.8	0.4
CCOC(=O)c1c(-c2ccccc2)csc1NC(=O)C(C)NCc1ccco1 (stereo not given)	3	13	18	-0.8	3	42	-2.0	-0.5	-0.8

Two compounds from above, limited to BaF3 tox:
| Structure | BaF3 tox |
| --- | --- |
| FC(F)(F)c1cccc(OCCN2CCN(Cc3ccccc3)CC2)c1 | 4 |
| N#CC1=C2SCN(Cc3ccco3)CN2C(=O)CC1c1cccc2ccccc12 (stereo not given) | 2 |
